hcGAS inh – human cGAS inhibition. recombinant h-cGAS, ATP depletion, Kinase-Glo luminescence. 290,000 compounds, 0.081% hits. AID 1259398. inhibition, % at 12.5 µM;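 also: 0% = vehicle reaction and 100% = reaction without DNA for no activity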
Target sequence (Q8N884 whole entry, looked up): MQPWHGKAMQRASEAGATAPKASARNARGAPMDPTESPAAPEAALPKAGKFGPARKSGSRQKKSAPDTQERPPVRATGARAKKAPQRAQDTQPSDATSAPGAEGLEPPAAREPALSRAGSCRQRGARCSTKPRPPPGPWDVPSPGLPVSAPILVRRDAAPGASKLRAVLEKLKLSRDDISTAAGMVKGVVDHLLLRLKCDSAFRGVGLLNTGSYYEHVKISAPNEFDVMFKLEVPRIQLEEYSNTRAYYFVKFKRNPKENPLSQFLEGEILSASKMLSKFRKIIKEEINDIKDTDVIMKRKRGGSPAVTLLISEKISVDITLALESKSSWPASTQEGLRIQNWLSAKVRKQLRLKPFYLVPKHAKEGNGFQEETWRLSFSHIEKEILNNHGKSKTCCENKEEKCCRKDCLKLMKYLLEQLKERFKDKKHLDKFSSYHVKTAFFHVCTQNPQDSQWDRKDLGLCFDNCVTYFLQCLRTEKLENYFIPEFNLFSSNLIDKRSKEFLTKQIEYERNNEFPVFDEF
NPYLR7 ag – activates Aedes aegypti NPYLR7 receptor; 270,000 compounds, 0.15% hits; activation, % at 10 µM; AID 1259423; HEK293T NPYLR7/Galpha15, GCaMP6s calcium fluorescence; in the data active = activation above about 40%;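 also: 0% = vehicle and 100% = reference agonist at the receptor; some compounds past the cut are filed as inactive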
mcGAS lum – blocks mouse cGAS activity; Q8C6L5; recombinant cGAS, Kinase-Glo ATP depletion luminescence; inhibition, % at 12.5 µM; 160,000 compounds, 0.15% hits; AID 1259399;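 also: 0% = negative control wells and 100% = reference inhibitor with no enzyme activity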
* hit, by the source's call; / = not tested or not shown; & = joins results of further samples. Rule as the data show it, unless noted: active = inhibition above about 40%; inactive = the rest.

SMILES | hcGAS inh | NPYLR7 ag | mcGAS lum
O=C(c1c(F)c(F)cc(F)c1F)N1CCC(CCc2ccc3c(c2)OCO3)CC1 | -1 | 13 | -5
CC(C)(C)CC(C)(C)Nc1c(-c2ccc(C(F)(F)F)cc2)nc2ccc(Br)cn12 | -8 | 25 | -8
CNC(=O)[C@@]1(OCc2cccc(Cl)c2)CC(OCc2ccc(F)cc2)[C@@H]2OC(C)(C)O[C@@H]2C1 (stereo partly specified) | -5 | 6 | -4
CC(=O)Cn1c(CN(Cc2ccccc2)Cc2ccccc2)nc2c1c(=O)n(C)c(=O)n2C | 1 | -12 | /
Nn1nnc2ccccc21 | -3 | 4 | -4
COCCOC1CCCN(C(=O)c2cccc(Br)c2)C1 (stereo unspecified) | 1 | -7 | 0
COC(=O)CC1(NC(=O)c2ccc(Cl)cc2)CCN(C)CC1 | -14 | 4 | /
Oc1cc2c(cc1CN1CCN(c3ccc(C(F)(F)F)cn3)CC1)CCC2 | -5 | 3 | /
N=C1/C(=C/c2ccc(OCCOc3ccccc3)c(Br)c2)C(=O)N=C2SC=CN12 | -3 | 2 | -8
O=C(Cc1csc(NC(=O)c2ccc[nH]c2=O)n1)NCC1CCCO1 (stereo unspecified) | -5 | 1 | -6
c1ccc(Cn2c(C3CCCO3)nc3ccccc32)cc1 (stereo unspecified) | -6&-1 | -1&4 | -2
Nc1cc(-c2cccc(C(F)(F)F)c2)nn1-c1ccc(C(=O)NCCc2ccccc2F)cc1 | -3 | -9 | -2
CCn1c(SCC(=O)c2ccccc2F)nnc1-c1cccc(OC)c1 | 2 | 7 | -9
CN(C)c1ccc(NC(=O)C2CCCC2)cc1CN(Cc1cccc(F)c1)C(=O)c1ccco1 | -6 | -10 | -4
CN(C)c1ccc(/C=C(\C#N)c2nn(CCO)c(N)c2C#N)cc1[N+](=O)[O-] | -2 | 5 | /
Cc1[nH]cnc1CN1CCC(CNC(=O)NC(C)(C)C)C1 (stereo unspecified) | 0 | -1 | /
O=c1c2c(-c3ccccc3)n3ncnc3nc2ccn1-c1ccc2c(c1)OCCO2 | 0 | -12 | /
S=c1[nH]cc(-c2ccccc2)n1C1CC1 | -1 | 5 | /
COc1cccc(C(=O)N(Cc2cccnc2)c2nc3ccc(Cl)cc3s2)c1 | -5 | -7 | -7
O=C(c1ccccc1)N1CCC(NCCSc2ncn[nH]2)CC1 | 0 | 0 | /
Cc1cc(-c2nnc(CCC(=O)NC(C)c3ccc(F)cc3)o2)no1 (stereo unspecified) | 4 | 1 | /
O=C(c1ccc(CSc2nc(Cl)cc(N(CCc3ccccc3)Cc3ccccc3)n2)cc1)N1CCN(c2ccccc2F)CC1 | -9 | 19 | -6
Cn1nc(N2CCc3ccccc3C2)c(=O)n(C)c1=O | 4 | 1 | -4
COC(=O)C(c1ccc(OC)cc1)C1C=CC(NC(=O)c2ccc(OC)c(C(F)(F)F)c2)C1 (stereo unspecified) | -6 | 2 | -7
COc1ccccc1Cn1c(C)c(C(=O)NCc2ccc3c(c2)OCO3)sc1=O | -7 | 13 | /
C=CCNC(CC(=O)Nc1c(C)cc(C)cc1C)C(=O)O (stereo unspecified) | -5 | 0 | -7
NC(=O)Cc1nc(C2CC23CCNCC3)n(C2CCCCC2)n1 (stereo unspecified) | -7 | / | 2
CCc1nc(CN2CCCC(C(=O)Nc3ccc(-c4cccc(OC)c4)cc3)C2)c(C)[nH]1 (stereo unspecified) | 4 | -7 | /
Cc1ccc2c(CC(=O)N3CCc4c([nH]c5ccccc45)C3c3ccccn3)cc(=O)oc2c1 (stereo unspecified) | -3&-3 | 0&-15 | -7&-6
C#CCOCC(O)CN(Cc1ccc2c(c1)OCO2)Cc1ccc(C)s1 (stereo unspecified) | -7 | 27 | -5
NC(=O)c1ccc(NC(=O)CSc2cn(CC(=O)N3CCOCC3)c3ccccc23)cc1 | -3 | -1 | -8
O=C(Cc1ccc(Br)cc1)NC1CCCC1 | -5 | 3 | /
CCCCOC(=O)Nc1nnc(CC)s1 | -3 | 5 | -2
CN(C)CCNC(=O)[C@@]1(OCc2ccccc2F)CC(OCc2ccc(C#N)cc2)[C@H](O)[C@H](O)C1 (stereo partly specified) | -2 | 4 | -2
O=C(NCc1ccc(-n2cccn2)cc1)c1ccc2oc(Cc3ccccc3)nc2c1 | -7 | 14 | -11
CC(C)CNC(=O)N(C)C1CCc2nn(C)c(=O)n2CC1 (stereo unspecified) | 0 | / | 1
CCn1c(C2CCN(C(=O)c3cc4c(nc3OC)CCC4)CC2)nn(C)c1=O | -5 | -5 | -19
COCC(NC(=O)c1cn(-c2ccccc2)nn1)c1ccnn1C (stereo unspecified) | 1 | 0 | -2
CN(Cc1ccc2nonc2c1)C(=O)CN1CCOc2ccccc2C1 | -7 | 2 | /
CC(C)OCCS(=O)(=O)NC(C)(C)c1cccs1 | -6 | 0 | /
N#Cc1cccc(OC2CC3CCC(C2)N3C(=O)c2ccc(CSc3nnnn3-c3ccccc3)cc2)c1 (stereo unspecified) | -16 | 11 | -8
CN(C)c1ccc(N)cc1CN(CC1CCCO1)C(=O)NC(C)(C)C (stereo unspecified) | -3 | -2 | -5
CCOC(=O)COc1cc2occ(-c3nnc(-c4ccccc4)s3)c(=O)c2cc1CC | -5 | 1 | /
CC(C)S(=O)(=O)c1ccccc1NC(=O)N1CCC2(CCC2)C1 | -9&-8 | 3&-5 | 1
CC1=NC2=C(C(=O)CC(c3ccccc3)C2)C(c2ccc(Cl)cc2Cl)C1C#N (stereo unspecified) | -7 | -14 | -7
Cc1ccc(-c2nnc(C(C)N3CCN(c4ncccn4)CC3)o2)cc1 (stereo unspecified) | -7 | 2 | /
Cc1ccccc1N1CCN(S(=O)(=O)C[C@]23CCC(CC2NC(=O)[C@@H](N)CCS(C)(=O)=O)C3(C)C)CC1 (stereo partly specified) | -7 | 3 | -4
O=C(Cc1ccc(F)cc1)N(Cc1cccnc1)c1nc2c(F)cccc2s1 | -1 | 2 | -5
CNC(=O)[C@@H]1C[C@H]2CN(CCOC)C(=O)c3cccc(c32)N1C(=O)c1ccc(C(F)(F)F)cc1 | -1 | 3 | -5
CNC(=O)C1Cc2ccccc2CN1Cn1nc(-c2ccco2)n(C)c1=S (stereo unspecified) | -8 | 5 | /
Cc1ccc2nc(NCc3ccco3)c(C=C3SC(=S)N(Cc4ccccc4)C3=O)c(=O)n2c1 | 2 | -1 | -2
Cc1ccc(S(=O)(=O)N(Cc2nccn2Cc2c(C)cc(C)cc2C)C2CC2)cc1 | -3 | 8 | -4
CCS(=O)(=O)N1CCC2(CCCN(CCc3ccccc3)C2)C1 (stereo unspecified) | -6 | 6 | /
COc1ccc(Cn2ccnc2CN(Cc2cccnc2)C(=O)c2ccccc2F)cc1 | 3 | -8 | 3
CC(C)(C)n1ncc2c(=O)n(NC(=O)Cc3cccc4ccccc34)cnc21 | 2 | 6 | /
CC(C)n1c(=O)c2oc3ccccc3c2n(Cc2ccc(F)cc2)c1=O | -14 | 24 | -9
N#Cc1cccc(CSCC(=O)NCC(F)(F)F)c1 | -5 | 10 | /
CC(C)Oc1ccc2cc(C(=O)N3[C@@H]4CC[C@H]3CNC(=O)C4)c(=O)oc2c1 | -3 | 0 | -18
CCO/N=C1\CC(c2ccccc2)Cc2onc(C)c21 (stereo unspecified) | -8 | 4 | /
COCCn1c(=O)c2c(nc3n(-c4ccc(OC)c(Cl)c4)c(C)cn23)n(C)c1=O | -9 | 7 | /
The listing continues.
SMILES | hcGAS inh | NPYLR7 ag | mcGAS lum
Cc1ccc2c(c1)CN(Cc1coc3ccc(C)cc3c1=O)CC(C)O2 (stereo unspecified) | -3 | 8 | -25
CCCCCCC(=O)Nc1nnc(SCc2cccc(C#N)c2)s1 | 0 | / | -8
COC(=O)[C@@H]1C[C@H](NC(=O)c2cccc3c2OCCO3)CN1C | -3 | 0 | /
COC(=O)c1ccc(COc2ccc(C3CC(c4ccc(F)cc4)=Nc4ncnn43)cc2)cc1 (stereo unspecified) | -4 | 16 | -4
CCOCCCn1c(SCC(=O)Nc2cc(F)ccc2C)nc2sc(C)c(C)c2c1=O | -4 | -4 | -4
CCOCCCN(CC(=O)N(Cc1cccn1Cc1ccccc1Cl)CC(C)C)C(=O)c1cc(OC)cc(OC)c1 | -1 | 11 | -5
Cc1sc2ncnc(OCC(=O)N3CCCC3)c2c1C | 2 | -1 | /
CC1(C)C(C#N)=C(SCC(N)=O)NC(=O)C1C#N (stereo unspecified) | -7 | 0 | /
Cc1cccc2nc(C(=O)N3CCCC(O)(CO)CC3)cn12 (stereo unspecified) | -5 | 3 | -10
CN(C)C(=O)c1cc2cc(NS(=O)(=O)NCc3ccccc3)ccc2s1 | -3 | 10 | /
Cc1cc(C(=O)N2C3CCC4(CC3)OC(=O)N(C)CC24)c(C)o1 (stereo unspecified) | -1 | 26 | -7
COc1ccc(-n2c(CN3CCOCC3C)nc3ccccc32)cc1 (stereo unspecified) | 8 | -1 | /
CCC(=O)N1CCC(NC(=O)CC2OCCc3ccccc32)C1 (stereo unspecified) | -13 | 6 | -9
COc1ccc(-c2nc(-c3ccccc3)c(-c3ccccc3)n2CC(=O)N2CCCC(O)C2)cc1 (stereo unspecified) | 2 | 10 | /
CC(=O)Nc1ccc(S(=O)(=O)Oc2cccc(CN(C(=O)c3ccccc3Cl)C(C)C)c2)cc1 | -9 | 22 | -5

A different layout for part of the listing above.
molecule	hcGAS inh	NPYLR7 ag	mcGAS lum
Cc1cccc2nc(C(=O)N3CCCC(O)(CO)CC3)cn12 (stereo unspecified)	-5	3	-10
CCOCCCn1c(SCC(=O)Nc2cc(F)ccc2C)nc2sc(C)c(C)c2c1=O	-4	-4	-4
Cc1ccc2c(c1)CN(Cc1coc3ccc(C)cc3c1=O)CC(C)O2 (stereo unspecified)	-3	8	-25
COc1ccc(-n2c(CN3CCOCC3C)nc3ccccc32)cc1 (stereo unspecified)	8	-1	/
Cc1cc(C(=O)N2C3CCC4(CC3)OC(=O)N(C)CC24)c(C)o1 (stereo unspecified)	-1	26	-7

(continued)
SMILES | hcGAS inh | NPYLR7 ag | mcGAS lum
CCOC(=O)C1(CCc2ccccc2)CCN(C(=O)Nc2ccc(OC)c(Cl)c2)CC1 | -7 | 9 | -8
CCN(CC)S(=O)(=O)c1ccc(OC)c(N2CCN(S(=O)(=O)c3ccc(Cl)c([N+](=O)[O-])c3)CC2)c1 | 2 | 9 | 3
CC(C)=C1SC(N2CCN(c3cccc(C)c3)CC2)=NC1=O | -2 | -7 | /
COc1cc(OC)cc(C(=O)NCC2CCCN(C(=O)CCc3cnccn3)C2)c1 (stereo unspecified) | -6 | -7 | /
CN(C)c1ccc(N)cc1CN(Cc1ccco1)C(=O)c1ccco1 | -6 | -7 | /
CCCCN(CC(=O)Nc1c(-c2ccccc2)c(C)nn1-c1ccc(OC)cc1)C(=O)c1ccc(Br)cc1 | -5 | 14 | -4
Cc1cc(C)cc(NC(=O)CCc2ccc3c(c2)OCO3)c1 | -7 | 18 | /
Cc1ccc(NC(=O)Nc2ccc(Nc3ccc(-n4ccc(C)n4)nn3)cc2)cc1 | 2 | -6 | -4
Clc1ccc(-c2ccc(SCc3cccnc3)nn2)cc1 | 0 | 2 | -8
CC(C)(C)OC(=O)N1C(C(=O)N2CCCC(O)C2)CSC1c1cccc(Br)c1 (stereo unspecified) | -3 | -6 | -4
C=CC(=O)NC(=O)NC12CC3CC(CC(C3)C1)C2 | 4 | 3 | /
COc1ccc2c(C)cc3nnc(SCCC(N)=O)n3c2c1 | 4 | 0 | 2
CCCCC(=O)Oc1ccc(-c2nc3cc(C)ccn3c2NC(C)(C)CC(C)(C)C)cc1OC | 7 | -3 | -3
Cc1cc(C)n(-c2nc3c(c(=O)n2CC(=O)NCc2ccc(F)cc2)CCC3)n1 | -6 | / | -7
Cc1ccc(C(=O)Nc2c(C)nc3sccn3c2=O)cc1C | -10 | 11 | -7

A draw from above in order of SMILES length, lowest first.
SMILES | hcGAS inh | NPYLR7 ag | mcGAS lum
CCCCOC(=O)Nc1nnc(CC)s1 | -3 | 5 | -2
Cc1cccc2nc(C(=O)N3CCCC(O)(CO)CC3)cn12 (stereo unspecified) | -5 | 3 | -10
COc1ccc(-n2c(CN3CCOCC3C)nc3ccccc32)cc1 (stereo unspecified) | 8 | -1 | /
CN(C)c1ccc(N)cc1CN(Cc1ccco1)C(=O)c1ccco1 | -6 | -7 | /
CCOC(=O)C1(CCc2ccccc2)CCN(C(=O)Nc2ccc(OC)c(Cl)c2)CC1 | -7 | 9 | -8

Next section
SMILES | hcGAS inh | NPYLR7 ag | mcGAS lum
CC(C)(C)c1cc(N2CCOCC2)nc(SCc2ccc(C(=O)NCC3CCCO3)cc2)n1 (stereo unspecified) | -2 | 12 | -7
CN(C)c1ccc(NC(=O)c2cccc(F)c2)cc1CN(Cc1ccc(F)cc1)S(C)(=O)=O | -7 | / | -5
CC(C)OC(=O)N1CCC(OC(=O)CNC(=O)C2CCCC2)CC1 | 7 | 6 | -2
O=S(=O)(CCN1CCC(O)CC1)c1ccc(Cl)cc1 | -4 | 6 | -4
CCC(=O)N1CCN(c2nc(-c3ccccc3)nc(COC)c2Cc2ccc(Cl)cc2)CC1 | -3 | 5 | -8
O=C(c1ccc2ncsc2c1)N(CCN1CCOCC1)c1nc2ccc(Cl)cc2s1 | 9 | 10 | /
Cc1oc(CNC(=O)CC2CCCC2)nc1C(=O)N1CCC(C)CC1 | -3 | / | -6
CC1C(=O)N(c2ccc(F)cc2)CCN1C(=O)c1cccc(F)c1 (stereo unspecified) | -3 | -1 | -2
O=P1(Nc2ccccc2-c2nc3ccccc3[nH]2)C=C(c2ccccc2)OC(c2ccccc2)=C1 | -4 | 4 | -3
Cc1cccc(OCC(=O)N=Nc2c(O)n(C)c3ccccc23)c1 | 1 | -1 | /
CNC(=O)[C@H]1C[C@]2(CCCCN(CCO)C2=O)N(C(=O)COC)[C@H]1c1ccco1 | 3 | 3 | -3

From PubChem BioAssay
